ALDH1A1 block: inhibitors of human aldehyde dehydrogenase 1A1 | actives 7.3% (n = 220,000) | Purified ALDH1A1, NADH fluorescence, propionaldehyde substrate | Potency, µM (titrated, usually from 75.3 µM), without a hit: at the highest dose activity, negative = inhibition, actives largely listed as inhibitors | P00352; active = well fitted inhibition curve with a large enough effect, not every such curve was filed as active; inconclusive = small, poorly fitted or top-dose-only effect, or another doubt; inactive = no such curve, though single readings can be large or run the other way;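 also: plate controls were no enzyme wells and a reference inhibitor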
Target sequence (P00352 whole entry, looked up): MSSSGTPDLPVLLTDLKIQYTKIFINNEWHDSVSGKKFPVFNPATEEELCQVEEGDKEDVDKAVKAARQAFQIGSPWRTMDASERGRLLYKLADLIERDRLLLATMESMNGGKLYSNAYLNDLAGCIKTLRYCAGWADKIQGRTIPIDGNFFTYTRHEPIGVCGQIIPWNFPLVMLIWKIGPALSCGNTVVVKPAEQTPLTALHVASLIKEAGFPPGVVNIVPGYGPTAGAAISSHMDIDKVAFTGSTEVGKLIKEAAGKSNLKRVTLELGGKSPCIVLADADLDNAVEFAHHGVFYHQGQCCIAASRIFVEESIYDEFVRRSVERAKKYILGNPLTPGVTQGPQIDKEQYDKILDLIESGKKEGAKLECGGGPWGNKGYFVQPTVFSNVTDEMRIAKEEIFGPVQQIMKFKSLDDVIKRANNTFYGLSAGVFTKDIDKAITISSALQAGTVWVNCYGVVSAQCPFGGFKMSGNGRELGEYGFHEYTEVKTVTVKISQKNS
GLA spleen mod: alpha-galactosidase A (human) modulation. AID 2107. Potency, µM (titrated, usually from 80 µM), for the others: top-dose activity change, negative = inhibition, hits mostly inhibitors. actives 0.008% (n = 240,000). human spleen homogenate, 4MU-alpha-Gal fluorescence, 40 min. P06280;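 also: 0% = enzyme with vehicle and -100% = no enzyme basal signal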
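Inhibition or activation of alpha-galactosidase in human spleen homogenate is scored by 4-MU fluorescence after 40 min at 37C, pH 5.0, with 1 mM substrate. AC50s come from concentration-response fitted to the Hill equation.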
Tau fluor cs: counter-screen for tau fibril formation inhibitors | tau K18 P301L Alexa594 fluorescence, heparin fibrillization | Potency, µM (titrated, usually from 57.7 µM), without a hit: top-dose activity change, negative = decrease | actives 0.93% (n = 280,000); also: % is scaled to controls: 0 for no effect and ±100 for the full control effect; nearly all actives have a fitted effect of over 55% in size
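Human tau K18 P301L (15 uM unlabeled, 0.24 uM Alexa 594-labeled) in 100 mM sodium acetate pH 7 with 20 uM heparin, 6 hr at 37 C. ThT 30 uM added, 1 hr ambient; Alexa 594 FP and total fluorescence read at 555/632 nm.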
NPSR antagonist: blocks cAMP signaling of the human neuropeptide S receptor. Q6W5P4. CHO-NPSR cells, cAMP TR-FRET, antagonist mode. Potency, µM (top dose mostly 38.3 µM), inactives show at the highest dose activity change, negative = inhibition, actives largely listed as inhibitors. actives 1% (n = 220,000). AID 1461; also: % is scaled to controls: 0 for no effect and ±100 for the full control effect; nearly all actives have a fitted effect of over 50% in size; many of its hits are not listed in these tables
Target sequence (Q6W5P4 whole entry, looked up): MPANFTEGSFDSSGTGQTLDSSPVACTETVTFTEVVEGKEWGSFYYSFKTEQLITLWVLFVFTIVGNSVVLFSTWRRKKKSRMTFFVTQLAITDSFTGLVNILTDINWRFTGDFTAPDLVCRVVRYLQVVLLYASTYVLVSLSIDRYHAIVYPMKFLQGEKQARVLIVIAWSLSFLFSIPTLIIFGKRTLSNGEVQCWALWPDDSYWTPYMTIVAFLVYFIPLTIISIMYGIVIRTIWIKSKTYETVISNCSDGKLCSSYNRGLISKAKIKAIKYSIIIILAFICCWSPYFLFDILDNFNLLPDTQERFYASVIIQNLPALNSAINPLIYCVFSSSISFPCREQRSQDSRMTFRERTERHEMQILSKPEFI
GAA inh: blocks human lysosomal alpha-glucosidase; P10253; purified human GAA, 4-MU-alpha-glucoside fluorescence; Potency, µM (titrated, usually from 76.9 µM), for inactives: at the top dose activity change, negative = inhibition, actives largely listed as inhibitors; actives 0.005% (n = 200,000);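 also: plate controls were uninhibited enzyme wells for no effect and no-enzyme background for full effect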
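Fluorescence at Ex 365/Em 440 nm from 4-methylumbelliferone reported enzyme activity after 20 min at room temperature. Reactions used 4 nM enzyme and 400 uM substrate at pH 5.0; curves fitted with the Hill equation.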
aGlu spleen mod: inhibits or activates alpha-glucosidase in human spleen homogenate. Potency, µM (top dose mostly 79.9 µM), for inactives: at the highest dose activity change, negative = inhibition, actives largely listed as inhibitors. human spleen homogenate, 4-MU-alpha-glucoside fluorescence. P10253. AID 2112. actives 0.006% (n = 240,000);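 also: 0% = enzyme with vehicle and -100% = no enzyme basal signal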
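Human spleen homogenate (1 ug) incubated with compounds and 1 mM 4-methylumbelliferyl-alpha-D-glucopyranoside in pH 5.0 citrate/phosphate buffer, 37 C, 40 min. Stopped at pH 10; 4-MU fluorescence (Ex 365/Em 440 nm); AC50 by Hill fit.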
GAA glycogen mod: GAA glycogen-cleavage inhibition or activation; Potency, µM (titrated, usually from 76.4 µM), for inactives: at the top dose activity change, negative = inhibition, actives largely listed as inhibitors; recombinant GAA, glycogen substrate, Amplex Red glucose oxidase fluorescence; P10253; actives 0.38% (n = 300,000);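 also: 0% = full enzyme reaction and -100% = no-enzyme basal signal; the screen sought inhibitors and activators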
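Recombinant enzyme (4 nM final) with compounds titrated up to 77 uM and bovine liver glycogen (30 ug) in citrate pH 5.0, 0.01% Tween-20, 37 C 40 min. Released glucose detected by Amplex Red/glucose oxidase (Ex 573/Em 610); AC50 from Hill fits.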
Epigenetic derep: derepresses silenced GFP reporter in murine cells. Potency, µM (doses to about 53.9 µM), for inactives: top-dose GFP activation, actives largely listed as activators. AID 1865. actives 0.2% (n = 280,000). murine LDR cells, GFP reporter derepression, 30 h; also: % of control where 0% means no effect; nearly all actives have a fitted effect of over 60% in size
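Readout is the number of GFP-expressing murine LDR cells, counted by cytometry following washing. Cells were treated with compound for 30 h at 37 C; the stably integrated CMV-GFP locus is normally silent.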
Active calls of the source: *; i = inactive; ? = inconclusive; . = no result given; [ ] = another dose, or the depositor's remark. Unless noted, calls follow the shape of the dose curve; as a rule, active = well fitted curve in the direction sought with a large enough effect; inconclusive = small, poorly fitted or top-dose-only effect, or another doubt; inactive = no such curve, though single readings can be large; an effect the other way counts as inactive or inconclusive. Potency is read from the fitted curve at half-maximal effect.

Every second line gives: ALDH1A1 block | Epigenetic derep | GAA glycogen mod | aGlu spleen mod | NPSR antagonist | GLA spleen mod | Tau fluor cs | GAA inh
> C/C(=N/NC(=O)Cc1cc(=O)[nH][nH]1)c1ccc([N+](=O)[O-])cc1
    -1% | 0.0% | -24% | -9% | 8% | -5% | -5% | -1%
> O=C(NCCCNc1ccc(C(F)(F)F)cc1[N+](=O)[O-])c1cc(F)c(F)cc1Cl
    -3% | -2.0% | -7% | -5% | -13%[46.1 µM] | -2% | -29% | ?
> COc1ccc(C(NC=O)c2cc(OC)c(OC)cc2Br)cc1OC (stereo unspecified)
    2% | 0.0% | 0% | 1% | -4%[46.1 µM] | -10% | 1% | ?
> O=C(CSc1nnnn1-c1ccccc1)Nc1ccc(Cl)cc1
    ? | -0.6% | 14% | -3% | -14%[46.1 µM] | -6% | -1% | 1%
> COC(=O)CC1C(=O)NCCN1C(=O)NC1CCCCC1 (stereo unspecified)
    -1% | -0.2% | 8% | 3% | -3%[46.1 µM] | -1% | -8% | -6%
> CCc1cc2c(=O)n(Cc3ccccc3)c(SC3CCOC3=O)nc2s1 (stereo unspecified)
    2.8µM* | 1.1% | -11% | 6% | -30% | 2% | -20% | 2%
> Cc1ccc(CSc2nnc(C(F)(F)F)n2Cc2ccc(F)cc2)cc1
    -13% | -1.1% | -4% | -3% | -24%[46.1 µM] | 8% | -11% | 11%
> CCOCCOC(=O)c1ccc(-n2cnc(C)n2)nc1
    8% | -0.2% | -8% | -2% | 14% | 1% | 12% | 3%
> CCN(CC)CCCNC(=O)c1sc2nc(-c3ccc(F)cc3)cn2c1C
    16% | 0.0% | 8% | 1% | 1%[46.1 µM] | 3% | -9% | -11%
> CCOC(=O)C(=O)C1=C(N2CCOCC2)/C(=C\c2cccc([N+](=O)[O-])c2)CC1
    2.2µM* | 1.1% | -3% | 2% | -8% | 3% | -8% | -4%

In another format: 3 of the compounds above
SMILES | ALDH1A1 block | Epigenetic derep | GAA glycogen mod | aGlu spleen mod | NPSR antagonist | GLA spleen mod | Tau fluor cs | GAA inh
COC(=O)CC1C(=O)NCCN1C(=O)NC1CCCCC1 (stereo unspecified) | -1% | -0.2% | 8% | 3% | -3%[46.1 µM] | -1% | -8% | -6%
CCc1cc2c(=O)n(Cc3ccccc3)c(SC3CCOC3=O)nc2s1 (stereo unspecified) | 2.8µM* | 1.1% | -11% | 6% | -30% | 2% | -20% | 2%
Cc1ccc(CSc2nnc(C(F)(F)F)n2Cc2ccc(F)cc2)cc1 | -13% | -1.1% | -4% | -3% | -24%[46.1 µM] | 8% | -11% | 11%

More results.
Every second line gives: ALDH1A1 block | Epigenetic derep | GAA glycogen mod | aGlu spleen mod | NPSR antagonist | GLA spleen mod | Tau fluor cs | GAA inh
> O=C(COC(=O)c1ccc(S(=O)(=O)Nc2ccccc2)cc1)NCCN1C(=O)CSC1=O
    3% | 2.2% | -22% | -8% | -16%[46.1 µM] | 3% | -6% | -9%
> CCN(CC)C(=O)CSC1=N/C(=C/c2ccco2)C(=O)N1c1ccc(OC)c(Cl)c1
    18% | 5.7% | -11% | 1% | ? | -4% | -23% | 3%
> CCCCC1S/C(=N/N=C/c2cccs2)NC1=O (stereo unspecified)
    5% | -1.9% | 2% | -6% | 12% | 5% | 5% | -4%
> COc1ccc(CNC(=O)CCn2c(=O)oc3ccccc32)c(OC)c1
    ? | -0.1% | 13% | -2% | 17% | 4% | -7% | 4%
> O=C(CCCc1cccs1)Nc1nc(-c2ccc(F)cc2)cs1
    -3% | -1.1% | 2% | -2% | 0% | 4% | -11% | 9%
> Cn1c(=O)oc2cc(S(=O)(=O)N3CCC(C(=O)N4CCc5ccccc5C4)CC3)ccc21
    10% | -1.0% | -1% | 0% | -12%[46.1 µM] | -2% | -6% | -5%
> O=C(CSCc1ccccc1)N1CCc2ccccc21
    -5% | 2.0% | -2% | -9% | -13%[46.1 µM] | -6% | -27% | -4%
> O=C(COC(=O)c1n[nH]c(=O)c2ccccc12)c1ccc(Br)cc1
    -7% | -1.1% | -7% | 15% | -11% | 3% | -15% | -4%
> Cc1c(C(=O)N2CCOCC2)[nH]c2c1C(=O)CC(c1ccccc1Cl)C2 (stereo unspecified)
    ? | -1.1% | -1% | -24% | 4%[46.1 µM] | -14% | 0% | -1%
> Cc1c(C#N)c(N)c(C(=O)c2ccccc2)n1Cc1ccccc1
    -3% | 0.0% | -20% | -7% | -23%[46.1 µM] | -8% | -4% | -9%
> Cc1nn(C)cc1CNCc1c(C(=O)N2CCCCC2)nc2c(C)cccn12
    ? | -2.3% | 3% | -3% | 14% | -5% | 6% | ?
> Cc1ccc(N2C(=O)c3n[nH]c(C)c3C2c2ccco2)cc1 (stereo unspecified)
    -3% | -0.8% | 0% | -18% | -4%[46.1 µM] | 4% | 0% | 4%
> COc1ccc(CCNC(=O)C2CCN(S(C)(=O)=O)CC2)cc1
    16µM* | -1.1% | -6% | -1% | -12%[46.1 µM] | -3% | 3% | 4%
> COCCNC(=S)N/N=C/c1ccccc1C(=O)O
    -9% | 0.8% | ? | -7% | 2%[46.1 µM] | -6% | -4% | 0%
> O=S(=O)(c1ccccc1)N(CC(O)COc1ccccc1)c1ccccc1 (stereo unspecified)
    1% | 3.1% | -2% | -1% | 9% | 5% | -3% | 1%[15.4 µM]
> O=C(Nc1ccc(OC(F)F)c(Cl)c1)c1cccc(OC(F)F)c1
    1% | -1.5% | -18% | -1% | ? | -1% | ? | -4%
> Cc1nn(-c2ccccc2)c(Cl)c1/C=N/NC(=O)CCNc1n[nH]c(=O)[nH]c1=O
    . | -1.6% | 0% | 1% | 6% | -2% | 9% | .
> Cc1ccc2[nH]c(=O)c(CN(Cc3ccccc3Cl)C(=O)N3CCOCC3)cc2c1
    ? | 0.0% | 3% | -4% | -13%[46.1 µM] | 4% | -13% | -6%
> CCOCCCNCC(O)c1ccccc1 (stereo unspecified)
    ? | 1.0% | 11% | 1% | 20% | 3% | 0% | -9%
> CCC1(C(=O)OC)NC(c2ccco2)C2C(=O)N(c3ccccc3)C(=O)C21 (stereo unspecified)
    ? | ? | 3% | -4% | 2%[7.67 µM] | 2% | -17% | -3%
> Cn1nc(C(=O)Nc2c(-c3ccccc3)nc3sccn23)c2ccccc2c1=O
    -1% | 1.0% | 12% | -1% | -13%[46.1 µM] | -5% | -26% | -5%
> COC(=O)c1sc2ccccc2c1NC(=O)c1ccc(S(=O)(=O)N2CC(C)CC(C)C2)cc1 (stereo unspecified)
    i | 0.0% | 16% | 1% | 21%[46.1 µM] | 12% | -13% | ?
> COC(=O)c1cc(Br)c(=O)n(CCc2ccc(F)cc2)c1
    -13% | -0.7% | -2% | 0% | -2%[46.1 µM] | 5% | -4% | 1%
> Cc1ccc(C(=O)n2c(=S)nc3ccccn32)cc1
    22µM* | -1.0% | 3% | 0% | -24%[46.1 µM] | 1% | -11% | 1%
> CCOC(=O)c1nnc(-c2ccc(C)cc2)nc1N1CCSCC1
    -8% | -0.8%[10.1 µM] | -4% | 2% | -30% | -5% | 0% | 6%
> CCn1c(SCC(=O)Nc2cc(C)on2)nc2sc3c(c2c1=O)CCCC3
    ? | 2.5% | 3% | -4% | -7%[46.1 µM] | -6% | -1% | 0%
> CCCCCCNc1c(C(=O)OCC)c(=O)[nH]c2ccccc12
    -12% | 1.0% | 2% | 0% | -28%[46.1 µM] | 1% | -11% | -1%
> C=C(Nc1ccc(OC)cc1)C(=O)OC
    ? | 0.0% | . | 4% | . | 10% | -10% | .
> COc1ccc(NC(=O)COC(=O)[C@@H]2CCCN2S(=O)(=O)c2ccccc2F)c(OC)c1
    12% | -0.3% | 1% | 8% | -12% | 9% | -12% | 8%
> Cc1ccc(NC(=O)CN2C(=O)S/C(=C\c3cc(C)n(-c4cccc(C(=O)O)c4)c3C)C2=O)cc1
    13µM* | -1.9% | -8% | -4% | 7% | 5% | -5% | -6%
> O=C(COc1ncnc2ccccc12)Nc1ccc(Cl)c(S(=O)(=O)N2CCOCC2)c1
    . | 4.9% | 3% | -1% | -50% | -11% | -6% | .
> COc1ccc(S(=O)(=O)NCCC(=O)NCc2cccs2)cc1
    -3% | 0.0% | 1% | -16% | -7%[46.1 µM] | -1% | 1% | 2%
> Nc1nc(Nc2cccc(C(F)(F)F)c2)nc(C(F)(F)F)n1
    3% | 2.9% | -17% | -9% | 7%[46.1 µM] | -4% | -7% | -5%
> Nc1nc(SCC(=O)C23CC4CC(CC(C4)C2)C3)n[nH]1
    ? | -0.2% | -22% | 10% | -1%[46.1 µM] | 9% | -4% | -23%
> Cn1c(=O)[nH]c2ccc([N+](=O)[O-])nc21
    -6% | 1.0% | 9% | -24% | 14% | -10% | 2% | ?
> CCN(CC)S(=O)(=O)c1ccc(-c2nnc(SCC(=O)Nc3ccc(OC)c(OC)c3)o2)cc1
    -15% | -1.0% | 4% | -3% | -7%[46.1 µM] | 8% | -15% | -5%
> Cn1c(SC2CCCCC2=O)nnc1-c1ccccc1F (stereo unspecified)
    1% | 1.5% | 4% | -4% | 5% | -1% | -6% | -2%
> CC(=O)c1ccccc1NS(C)(=O)=O
    4% | -4.0% | 0% | 2% | 13% | -5% | -8% | -1%
> CCOC(=O)c1ccccc1NC(=O)CSc1nc2ccccc2c(=O)[nH]1
    -4% | -2.6% | -3% | 6% | -15% | 6% | -4% | 2%
> COc1ccc(NC(=O)CSc2nnc(-c3ccc(C)cc3)n2N)cc1
    1% | 1.1% | -3% | -5% | -22%[46.1 µM] | -2% | 5% | -2%
> COc1ccc(NS(=O)(=O)c2ccc(S(=O)(=O)N3CCCC3)cc2)cc1
    1µM* | -0.5% | -11% | -4% | -14%[46.1 µM] | 4% | -22% | -14%
> CCOC(=O)C(=CNCC(=O)O)C(=O)OCC
    20% | -1.1% | 4% | -13% | 14%[46.1 µM] | -15% | -1% | -3%
> CC(CCc1ccccc1)NCC(O)c1cccc([N+](=O)[O-])c1 (stereo unspecified)
    -3% | 0.2% | 3% | 4% | 2% | 5% | -8% | 7%
> O=C(Oc1ccc(=O)n(-c2ccccc2)n1)c1ccc(Cl)cc1
    -8% | -1.1% | 9% | -13% | 5%[46.1 µM] | 4% | 0% | 2%
> COc1ccc(N=Nc2c(C)[nH][nH]c2=O)cc1
    -10% | -2.3% | 4% | -20% | -19% | -12% | -12% | -8%

The list is partial; rates above refer to the full screens.
